Bioassay records as filed in PubChem BioAssay.
FXN GAA850 act – FXN promoter activators, primary screen, cell-based, luciferase luminescence, HEK293 lucGAA850. 360,000 tested, 0.56% active. HEK293 lucGAA850 FXN promoter luciferase reporter, 24 h; percent of 10 µM SAHA response. activation, % at 6 µM;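 active = activation above the average of all compounds screened plus 3 SD, cutoff fixed separately per campaign, cut at about 7.5% in these data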;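 also: 0% = DMSO wells and 100% = 10 µM SAHA wells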
ssDAF-12 act – S. stercoralis DAF-12 nuclear receptor activators, primary screen, cell-based, luminescence, HEK293, GRIP1 co-expression, lit1-tk-luc; Nuclear hormone receptor DAF-12 (Strongyloides stercoralis); HEK293 ssDAF-12/GRIP1 lit1-tk-luc reporter; % of 3 µM dafachronic acid response; activation, % at 6.8 µM; 370,000 tested, 1% active; AID 652126, 2013;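 active = activation above the mean over all tested compounds plus 3 SD, cut at about 0.9% in these data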;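 also: 0% = DMSO-only wells and 100% = 3 µM delta7-dafachronic acid wells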
ADAM10 inh – human ADAM10 inhibitors, primary screen, biochemical, QFRET, HTS. Disintegrin and metalloproteinase domain-containing protein 10 (Homo sapiens), O14672. recombinant ADAM10, EDANS/DABCYL FRET peptide cleavage, 3 h. inhibition, % at 7 µM. 370,000 tested, 0.62% active;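 active = inhibition above a per-campaign cutoff equal to the mean of compounds falling between control-based bounds plus 3 SD, cut at about 20% in these data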;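 also: 0% = DMSO wells while the 100% control is not disclosed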
ADAM17 inh – ADAM17 inhibitors, primary screen, biochemical, QFRET; Disintegrin and metalloproteinase domain-containing protein 17 (Homo sapiens), P78536; recombinant ADAM17, EDANS/DABCYL FRET peptide cleavage; inhibition, % at 6.95 µM; 370,000 tested, 0.83% active; AID 720648, 2013;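 active = inhibition above the mean of compounds lying between control limits plus 3 SD, set per campaign, cut at about 8.5% in these data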;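 also: 0% = DMSO-only wells as the low control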
Target sequence (P78536 215-824 limits assumed): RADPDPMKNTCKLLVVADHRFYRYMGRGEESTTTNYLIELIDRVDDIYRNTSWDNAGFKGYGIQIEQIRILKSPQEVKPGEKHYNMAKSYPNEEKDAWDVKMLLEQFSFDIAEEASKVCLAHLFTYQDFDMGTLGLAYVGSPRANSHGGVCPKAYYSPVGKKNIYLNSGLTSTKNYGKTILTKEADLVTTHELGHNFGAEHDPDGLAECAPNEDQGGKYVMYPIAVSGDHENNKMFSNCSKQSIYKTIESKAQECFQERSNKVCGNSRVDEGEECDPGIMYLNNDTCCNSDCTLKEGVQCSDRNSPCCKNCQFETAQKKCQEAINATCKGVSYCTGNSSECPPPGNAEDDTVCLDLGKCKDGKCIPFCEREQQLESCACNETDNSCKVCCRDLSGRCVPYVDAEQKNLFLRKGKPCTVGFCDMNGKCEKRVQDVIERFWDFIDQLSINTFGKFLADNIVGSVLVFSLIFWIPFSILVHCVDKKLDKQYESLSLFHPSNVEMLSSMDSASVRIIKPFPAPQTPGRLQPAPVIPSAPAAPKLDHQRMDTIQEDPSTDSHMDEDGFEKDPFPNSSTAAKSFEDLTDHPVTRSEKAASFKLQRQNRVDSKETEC
sPLA2-III inh – human group III sPLA2 inhibitors, primary screen, biochemical, QFRET, BODIPY PC-A2 liposome substrate; inhibition, % at 12.2 µM; QFRET BODIPY PC-A2 liposome hydrolysis, fluorescence; Group 3 secretory phospholipase A2 (Homo sapiens), Q9NZ20; 370,000 tested, 0.56% active;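 active = inhibition above mean plus 3 SD of compounds lying within the high and low control bounds, cut at about 19% in these data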;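 also: 0% = median of test compound wells and 100% = no enzyme DMSO wells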
PLCg1 inh – PLC-gamma1 enzyme inhibitors, primary screen, biochemical, fluorescence, purified enzyme. inhibition, % at 12.2 µM. fluorogenic substrate. 1-phosphatidylinositol 4,5-bisphosphate phosphodiesterase gamma-1 (Homo sapiens), P19174. 370,000 tested, 0.84% active. AID 720700, 2013; in the data active = inhibition above about 9.5%
DAX1 inh-1 – DAX1 (NR0B1) inhibitors, primary screen, cell-based, HEK293, Gal4-DAX1, luciferase luminescence; Nuclear receptor subfamily 0 group B member 1 (Homo sapiens), P51843; HEK293 Gal4-DAX1 luciferase reporter; inhibition, % at 6.75 µM; 340,000 tested, 0.99% active; AID 504766, 2011;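 active = inhibition above the mean over all tested compounds plus 3 SD, cut at about 4.2% in these data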;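 also: 0% = DAX1-transfected cells with DMSO and 100% = empty-vector control cells with DMSO; inhibition shows as a rise in luminescence from relieved DAX1 repression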
Target sequence (P51843 207-470 limits assumed): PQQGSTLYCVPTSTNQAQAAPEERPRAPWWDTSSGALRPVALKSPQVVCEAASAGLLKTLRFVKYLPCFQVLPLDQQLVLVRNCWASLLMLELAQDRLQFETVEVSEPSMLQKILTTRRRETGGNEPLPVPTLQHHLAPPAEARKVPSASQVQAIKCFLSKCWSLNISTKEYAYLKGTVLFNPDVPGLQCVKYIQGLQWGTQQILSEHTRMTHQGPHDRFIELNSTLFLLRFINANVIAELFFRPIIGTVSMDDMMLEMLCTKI
PLCb3 inh – human PLC-beta3 inhibitors, primary screen, biochemical, fluorescence | Purified PLC-beta3, fluorogenic substrate | 370,000 tested, 0.18% active | inhibition, % at 12.2 µM; in the data active = inhibition above about 11%;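 also: 0% = median of compound wells on plate and 100% = full blocker control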
hcDAF-12 act – H. contortus DAF-12 nuclear receptor activators, primary screen, cell-based, luminescence, HEK293, lit1-tk-luc reporter; activation, % at 6.8 µM; HEK293 hcDAF-12 lit1-tk-luc reporter; 0% DMSO, 100% Δ7-dafachronic acid; 370,000 tested, 1.4% active;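 active = activation above the mean of all tested compounds plus 3 SD, cut at about 5.5% in these data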;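 also: 100% = response to 3 µM Δ7-dafachronic acid high control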
hgDAF-12 ag – H. glycines DAF-12 receptor agonists, primary screen, cell-based, luminescence, HEK293, GAL4 fusion, UAS-luciferase; Nuclear hormone receptor DAF-12 (Heterodera glycines), GAL4 fusion; HEK293 GAL4-hgDAF12 UAS-luciferase reporter, agonist luminescence; normalized to butyrate control; activation, % at 6.8 µM; 370,000 tested, 1.8% active;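 active = activation above a cutoff set at the mean of all screened compounds plus 3 SD, cut at about 10% in these data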;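 also: 0% = DMSO wells and 100% = sodium butyrate wells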
DAX1 inh-2 – DAX1 (NR0B1) inhibitors on StAR promoter, primary screen, cell-based, luminescence, SF-1 (NR5A1), full-length DAX-1; inhibition, % at 6.8 µM; 370,000 tested, 1.1% active; HEK293T StAR-luciferase reporter, SF-1/DAX-1 repression relief; AID 652010, 2013;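 active = inhibition above the mean over all tested compounds plus 3 SD, cut at about 3.6% in these data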;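 also: 0% = DAX-1 cells with DMSO and 100% = cells lacking DAX-1 with DMSO; higher inhibition means more luminescence from relief of DAX-1 repression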
The depositor's hits bear a star; i = inactive; nt = no result given.

SMILES	FXN GAA850 act	ssDAF-12 act	ADAM10 inh	ADAM17 inh	sPLA2-III inh	PLCg1 inh	DAX1 inh-1	PLCb3 inh	hcDAF-12 act	hgDAF-12 ag	DAX1 inh-2
C/C(=N/Nc1cc(-c2ccccc2)nc(-c2ccccc2)n1)c1ccc(O)cc1	3.6	-0.8	-19	-3	-4	-24	-1.4	-22	0.2	1.5	0.4
O=C(Cn1ccc(=O)[nH]c1=O)Nc1ccc(C(=O)O)c(O)c1	-1.0	-1.1	3	0	-4	1	1.3	0	-1.4	0.3	0.0
Cc1cccc(NC2=NC(C)(C)N=C(N)N2)c1C	-0.8	-1.2	5	-5	-1	0	-0.7	0	-0.1	0.7	0.6
CCOC(=O)CCCCC(=O)c1[nH]c(=O)[nH]c1C[n+]1ccc(C)cc1	0.5	-1.2	0	0	-1	1	0.3	2	-1.7	-1.9	0.7
CC(/C=N/NC(=O)CSc1nnc(SCc2ccc(C)cc2)s1)=C\c1ccco1	nt	-0.8	7	3	-20	-2	nt	-5	-2.0	0.9	-0.4
COC(=O)[C@H]1C[C@@]2(C)c3ccccc3N(S(=O)(=O)c3ccccc3)[C@H]2N1C(=O)CNC1CCCCC1	nt	-1.6	-6	-2	-2	5	nt	3	-1.0	-2.1	-0.1
C/C(CC(=O)Nc1cccnc1)=N\NC(=O)c1ccc([N+](=O)[O-])c(Cl)c1	0.8	-0.4	2	2	1	3	-0.8	2	-2.2	1.1	0.0
COc1ccc(NC(C)=O)cc1S(=O)(=O)NC(Cc1ccccc1)C(=O)NCc1ccccc1C (centres undefined)	1.4	-1.2	3	3	2	1	0.2	-3	-0.8	-0.2	-0.1
O=C(/C=C\c1cn(-c2ccccc2)nc1-c1ccccc1)Nc1nccs1	5.3	-0.8	-6	-1	0	0	-1.6	-8	-0.2	0.6	0.5
Cc1ccc(S(=O)(=O)/N=C(/Nc2c(C)n(C)n(-c3ccccc3)c2=O)c2ccc(Cl)cc2)cc1	6.0	-1.0	4	-2	-1	3	-0.9	-2	1.9	3.4	0.6
CCOP(=O)(c1ccc(N(C)C)cc1)C(O)c1ccc(OC)cc1 (centres undefined)	2.7	-1.3	3	0	-2	2	0.2	-5	-1.2	3.3	-0.3
Cn1c(=O)[nH]c(=O)c2c1nc(Br)n2C/C=N/Nc1ccccc1	0.9	-0.4	2	-7	3	-2	0.7	-1	0.1	-2.4	3.7*
COc1cccc(NC(=O)c2ccn(C)n2)c1	4.9	0.7	-1	-1	4	2	0.6	5	1.4	9.9	2.1
Cc1c(Cl)cccc1NC(=S)NN	-0.7	-1.4	-7	-3	0	1	0.6	-21	0.1	0.0	0.1
CNc1nc(N)c([N+](=O)[O-])c(Nc2ccccc2)n1	nt	-1.0	1	0	3	2	nt	5	-0.6	-2.4	nt
CN1CCN(C(=O)CC2C(=O)NCCN2Cc2ccc(-c3ccccc3)cc2)CC1 (centres undefined)	0.6	-0.2	-1	-1	1	-4	-0.8	-8	0.5	-1.8	0.1
CCN(CCO)c1cc(Cl)nc(SC)n1	0.2	-0.3	1	-1	-3	4	0.5	5	-0.5	-1.0	-0.2
O=C1CCCc2nc3c(cc21)C(O)Oc1ccccc1-3 (centres undefined)	1.0	-1.3	i	-193	0	i	0.9	i	-0.7	2.2	-0.2
COc1ccc(NC2CCCN(C(=O)c3cccnc3SC)C2)cc1OC (centres undefined)	0.8	-1.2	-3	0	2	-1	0.9	-8	-2.5	1.9	0.0
O=C(C[C@@H]1C=C[C@@H](NC(=O)c2cccnc2)[C@@H](CO)O1)NCc1ccncn1	nt	-0.1	-10	-5	-5	-6	nt	-9	0.4	-1.2	0.1
CCCCNC(=O)OCCNC(=O)Oc1cccc(C)c1	-2.2	-0.7	-16	-11	1	0	2.5	1	-0.9	-0.5	0.2
COC(=O)CCC(=O)NNC(=O)c1ccc([N+](=O)[O-])cc1	0.5	-0.6	6	1	0	3	1.3	4	-0.9	-0.3	-0.1
COC(=O)[C@]12C[C@H](CC(=O)N3CCCC3)C(=O)N(Cc3ccc(Cl)cc3Cl)C1=C[C@H](C(C)(C)C)O[C@@H]2C	nt	-1.0	13	7	4	3	nt	4	-3.0	0.1	0.1
CN(CC(=O)Nc1cccc2ccccc12)C(=O)c1cccc(S(=O)(=O)N(C)C)c1	2.2	-1.0	3	-2	-1	3	3.1	-6	-0.2	-2.5	0.2
COc1cc(C)ccc1OCC(=O)OCC(=O)c1ccc[nH]1	-2.3	-1.1	-1	-1	-2	-4	2.9	0	-0.3	-2.5	-0.4
COC(C(=O)N1CCC(n2nccc2NC(=O)C2CC2)CC1)c1ccccc1 (centres undefined)	2.8	-0.3	1	-1	5	0	1.7	-5	1.4	2.2	2.0
NC(=O)c1nsc(C(=O)N(Cc2ccc(F)cc2)C(C(=O)NCC2CCCO2)c2ccc(F)cc2)c1N (centres undefined)	-4.3	-0.8	-143	-49	-5	-44	1.2	-68	-1.8	-0.7	0.0
CCSC1=NSC2=NC(=O)/C(=C\c3coc4ccccc4c3=O)C(=N)N12	3.4	-0.5	-71	-23	-32	-161	0.5	-186	-0.9	3.0	1.6
c1csc(-c2nc(NCCCN3CCOCC3)c3ccccc3n2)c1	1.4	-0.7	-3	-5	3	-17	-1.6	-36	-0.5	4.9	-0.1
CC(Sc1nc2ccc(C(=O)c3ccccc3)cc2[nH]1)C(=O)O (centres undefined)	-0.6	-0.8	1	1	1	-3	0.6	-16	0.6	8.8	0.5
COC1CCN(C(=O)c2ccc(OC3CCN(Cc4ccccn4)CC3)cc2)CC1	0.8	-1.4	0	-20	10	10*	0.6	-12	-1.6	0.5	2.4
O=c1c([N+](=O)[O-])cc(C(F)(F)F)cn1Cc1cccc(Cl)c1	-0.8	-1.1	-3	-5	4	12*	0.6	5	-0.9	-1.0	-0.4
O=C1NC(=S)N/C1=C/c1ccc2ccccc2c1	2.8	-1.6	-1	-4	-2	-2	-0.8	-9	-0.3	-1.0	0.1
C=CCn1c(-c2oc3nc(-c4ccccc4)cc(-c4ccccc4)c3c2N)n[nH]c1=S	1.6	-1.7	-213	-69	-1	-60	0.3	-74	-1.9	-2.0	-0.9
COC(=O)[C@@]12C[C@@H](CC(=O)NCC34CC5CC(CC(C5)C3)C4)C(=O)N(Cc3cccc4ccccc34)C1=CCC(C)(C)C2	nt	-1.1	-3	1	-3	3	nt	0	-1.2	-1.8	-1.0
O=C(CCCl)N1c2ccccc2C=Cc2ccccc21	-0.4	-2.5	-2	0	-3	4	-2.0	-2	-2.1	-2.3	-0.3
O=c1c2ccccc2c(C=Nc2cccc(O)c2)c(O)n1-c1ccc2c(c1)OCO2	-6.2	-1.7	-53	-16	-9	-38	-2.0	-52	-1.8	-2.5	-0.5
Cc1cc(-c2ccc(F)cc2)n2ncc(-c3ccccc3)c2n1	-7.1	-1.5	-6	-5	1	2	nt	0	-2.7	-8.9	-2.2
Cc1ccc(NC(=S)N(CCCN2CCOCC2)Cc2ccccn2)cc1Cl	0.3	-1.2	0	-1	-5	0	-1.1	2	-0.2	1.0	-0.3
Cc1c(C)n(Cc2ccc(Cl)cc2)c2ccc(C(=O)NCCCN3CCOCC3)cc12	1.4	-1.1	5	1	-50	-4	0.5	-13	-2.5	1.4	-0.4
CC1CCN(c2ccccc2NC(=O)c2ccc(Br)o2)CC1	-0.8	1.0*	5	0	0	0	0.3	-7	-1.1	7.7	-0.1
Cc1ccc(C(=O)NCc2ccc(N3CCN(C(=O)OC(C)(C)C)CC3)cc2)cc1	-4.1	-1.6	4	1	-2	5	-0.4	2	-2.5	-0.3	-0.8
C=CC(C)(O)CCC=C(C)C (centres undefined)	-0.7	-1.3	-12	-1	0	3	-0.2	4	-2.7	1.2	-0.1
O=C(Nc1nnc(C2CC2)s1)c1ccc(S(=O)(=O)c2ccccc2)cc1	0.4	-1.2	1	-3	3	2	1.4	2	-0.9	0.7	-0.3
O=C(NCC#CCOCc1ccccc1)c1ccccc1	2.6	-0.8	-3	3	6	1	0.1	-1	-0.5	1.4	-0.1
CCC12OC(=N)C(C#N)(C1C)C(C#N)(C#N)C(c1ccccc1)O2 (centres undefined)	-0.8	-0.8	i	i	-16	i	-1.0	i	0.9	0.3	0.0
COc1ccc(/C(N)=N/OC(=O)Cc2cccs2)cc1OC	4.5	0.8	13	5	-5	6	-1.2	2	14*	8.8	0.6
Cc1ccc(-c2nc3c(c(SCC(=O)N4CCCC4)n2)COC(C)(C)C3)cc1	-1.9	-1.1	4	-3	1	-1	-1.6	2	-0.7	3.7	-0.1

Fetched by structure from above (3):
SMILES	FXN GAA850 act	ssDAF-12 act	ADAM10 inh	ADAM17 inh	sPLA2-III inh	PLCg1 inh	DAX1 inh-1	PLCb3 inh	hcDAF-12 act	hgDAF-12 ag	DAX1 inh-2
Cc1ccc(-c2nc3c(c(SCC(=O)N4CCCC4)n2)COC(C)(C)C3)cc1	-1.9	-1.1	4	-3	1	-1	-1.6	2	-0.7	3.7	-0.1
O=c1c2ccccc2c(C=Nc2cccc(O)c2)c(O)n1-c1ccc2c(c1)OCO2	-6.2	-1.7	-53	-16	-9	-38	-2.0	-52	-1.8	-2.5	-0.5
Cc1ccc(NC(=S)N(CCCN2CCOCC2)Cc2ccccn2)cc1Cl	0.3	-1.2	0	-1	-5	0	-1.1	2	-0.2	1.0	-0.3

New compounds follow
SMILES	FXN GAA850 act	ssDAF-12 act	ADAM10 inh	ADAM17 inh	sPLA2-III inh	PLCg1 inh	DAX1 inh-1	PLCb3 inh	hcDAF-12 act	hgDAF-12 ag	DAX1 inh-2
Cc1ccc(S(=O)(=O)N2CCC(=O)N([C@H](COCc3ccc(Cl)cc3)Cc3ccccc3)CC2)cc1	nt	-0.5	-9	-5	2	0	nt	-4	-0.7	-1.0	1.7
CC1=C(C#N)C2C(/C1=N/O)C2(C)C (centres undefined)	-2.9	-2.0	11	-5	5	-4	-0.3	1	-0.9	-2.5	-0.6
CCCCCCn1c(=O)[nH]c2c(c1=O)CCC2	0.9	-1.2	3	-5	1	-1	2.7	-7	-1.6	-0.9	-0.2
COc1ccc(N=C2SCC(c3ccccc3)=NN2C)cc1	2.4	-1.3	6	2	11	3	4.3*	-9	-1.4	-2.0	0.8
